Source: PubChem BioAssay
Vif-A3F inh: qHTS for Inhibitors of Vif-A3F Interactions: qHTS; Potency, µM (top dose mostly 46.1 µM), for the others: top-dose activity, negative = active; hit rate 0.2% among 390,000; AID 602313, 2012; HeLa A3F-eYFP + Vif (tagged APOBEC3F with the HIV-1 protein that degrades it), YFP fluorescence increase; also: potency is read from the fitted curve at half-maximal effect; % of control where 0% means no effect; nearly all actives have a fitted effect of over 65% in size
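HeLa cells stably expressing A3F-eYFP plus Vif, plated and incubated overnight at 37 deg C, then exposed to compounds overnight at 37 deg C. Blocked degradation read as raised yellow fluorescence (Ex 488/Em 500-530).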
D1 ag: Allosteric Agonists of the Human D1 Dopamine Receptor: qHTS; activation, % at 2 µM; hit rate 1% among 360,000; D(1A) dopamine receptor (Homo sapiens), P21728; HEK293 T-REx D1 cells, calcium flux, agonist mode; in the data active = activation above about 30%; also: 0% is about no effect
Target sequence (P21728 whole entry, looked up): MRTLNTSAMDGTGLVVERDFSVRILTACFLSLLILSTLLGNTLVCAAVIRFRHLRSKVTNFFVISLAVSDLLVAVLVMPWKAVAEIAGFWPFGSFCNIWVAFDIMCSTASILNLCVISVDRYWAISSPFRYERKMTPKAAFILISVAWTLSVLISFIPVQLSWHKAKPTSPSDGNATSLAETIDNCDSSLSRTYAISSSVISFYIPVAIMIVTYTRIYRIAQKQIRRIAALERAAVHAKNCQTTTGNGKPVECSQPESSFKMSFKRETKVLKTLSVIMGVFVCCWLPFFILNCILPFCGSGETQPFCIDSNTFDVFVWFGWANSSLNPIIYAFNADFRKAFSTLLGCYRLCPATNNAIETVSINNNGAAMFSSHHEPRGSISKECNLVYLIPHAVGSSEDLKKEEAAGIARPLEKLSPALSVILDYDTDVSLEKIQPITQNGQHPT
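Agonism was scored from calcium flux recorded over 180 s (1 read/s) after pintool compound addition, following a 10-cycle baseline. Cells were inducible force-coupled HEK293 TREx D1, plated overnight at 30 C and loaded with no-wash calcium dye.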
RXFP1 agonist: qHTS Assay for Agonists of the Relaxin Receptor RXFP1; Relaxin receptor 1 (Homo sapiens), Q9HBX9; HEK293T-RXFP1 cAMP TR-FRET, 30 min; response scale: percent of porcine relaxin response, buffer zero; Potency, µM (titrated, usually from 57.5 µM), inactives show top-dose activation, hits mostly activators; hit rate 0.3% among 370,000; AID 2676, 2010; also: potency is read from the fitted curve at half-maximal effect; % is scaled to controls: 0 for no effect and ±100 for the full control effect; nearly all actives have a fitted effect of over 60% in size; many of its hits are not listed in these tables
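HEK293 cells stably expressing RXFP1, treated 30 min at 37C with compounds plus PDE4 inhibitor Ro 20174; cAMP measured by HTRF TR-FRET. Normalized to buffer and 29 nM porcine relaxin; EC50 by Hill fit.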
GRP78 ERSR act: qHTS for Inducers of the Endoplasmic Reticulum Stress Response (ERSR) in Human Glioma: qHTS; U87-MG GRP78 promoter luciferase reporter, 16 h; Potency, µM, for inactives: at the highest dose activation, most hits filed as activators; hit rate 0.02% among 420,000; also: potency is read from the fitted curve at half-maximal effect; series mostly up to about 76 µM; % of control where 0% means no effect; nearly all actives have a fitted effect of over 35% in size
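Stably transfected U87-MG human glioma cells carrying a GRP78-based luminescent sensor were seeded at 1000 cells/well, pin-dosed with compounds and incubated 16 h. Luciferase reagent was then added, and end-point luminescence was read after 10 min at room temperature.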
LDHA inh: qHTS assay for inhibitors of human lactate dehydrogenase; L-lactate dehydrogenase A chain (Homo sapiens), P00338; purified LDHA, NADH/diaphorase-resazurin fluorescence; active compounds read low; activity change, % (values are at about 110 or 230 µM); hit rate 0.15% among 480,000; AID 1347041, 2019; in the data active = activity change below about -30%; inconclusive = mostly about -25% to -30%;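 also: plate controls were DMSO wells for no effect and wells without enzyme for full effect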
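LDH5 2 nM; NADH 0.06 mM, pyruvate 0.2 mM; 200 mM Tris pH 7.4, EDTA, Tween-20; 5 min RT. Detection: diaphorase 0.133 mg/mL + resazurin 37 µM, fluorescence ex540/em590 at 0 and 20 min; normalized to enzyme-free and DMSO wells.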
D1 antagonist: Antagonist of Human D 1 Dopamine Receptor: qHTS. HEK293 TREx D1 cells, calcium flux, dopamine EC80; active compounds read low. hit rate 3.2% among 360,000. activity change, negative = inhibition, % at 10 µM. AID 504652, 2011; in the data active = activity change below about -30%; also: % is scaled to controls: 0 for no effect and ±100 for the full control effect
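HEK293 T-REx cells expressing inducible, force-coupled D1 receptor; no-wash Ca dye, 30–90 min RT. Cmpd → 180 s read at 1 Hz → EC80 DA → 180 s read.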
Vif-APOBEC3G blk: qHTS for Inhibitors of Vif-A3G Interactions: qHTS. AID 602310, 2012. DNA dC->dU-editing enzyme APOBEC-3G (Homo sapiens), Q9HC16. HeLa A3G-eYFP + Vif (tagged APOBEC3G with the HIV-1 protein that degrades it), YFP fluorescence, overnight. hit rate 0.076% among 410,000. Potency, µM (highest dose often 46.1 µM), for inactives: top-dose activity, negative = active, usual class: inhibitors;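 also: potency is read from the fitted curve at half-maximal effect; % is scaled to controls: 0 for no effect and ±100 for the full control effect; nearly all actives have a fitted effect of over 60% in size; hits raise eYFP signal because A3G escapes Vif-driven loss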
Target sequence (Q9HC16 whole entry, looked up): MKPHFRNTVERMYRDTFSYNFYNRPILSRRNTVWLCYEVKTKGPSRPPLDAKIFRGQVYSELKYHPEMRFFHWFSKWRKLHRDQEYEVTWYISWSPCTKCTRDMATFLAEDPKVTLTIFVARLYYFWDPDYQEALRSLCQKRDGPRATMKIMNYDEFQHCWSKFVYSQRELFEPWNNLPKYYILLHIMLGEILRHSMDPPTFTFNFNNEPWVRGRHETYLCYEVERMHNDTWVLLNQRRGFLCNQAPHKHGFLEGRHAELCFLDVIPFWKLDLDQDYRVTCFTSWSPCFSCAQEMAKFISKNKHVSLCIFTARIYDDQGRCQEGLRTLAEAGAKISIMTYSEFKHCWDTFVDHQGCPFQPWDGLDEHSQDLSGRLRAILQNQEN
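HeLa cells stably expressing Vif and C-terminally eYFP-tagged A3G, seeded overnight at 37 deg C, then exposed to compound by pintool overnight at 37 deg C. Rise in yellow fluorescence (Ex 488/Em 500-530, Acumen) marks blocked Vif-driven A3G degradation.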
D1 PAM: Potentiators of Human D1 Dopamine Receptor: qHTS; D(1A) dopamine receptor (Homo sapiens), P21728; HEK293 TREx D1 cells, calcium flux, dopamine EC20 potentiation; potentiation, % at 10 µM; hit rate 0.036% among 360,000; in the data active = potentiation above about 30%; also: 0% is about no effect
D2 PAM: HTS Assay for Positive Allosteric Modulators of the Human D2 Dopamine Receptor: Primary Screen for Potentiators | AID 485347, 2010 | potentiation, % at 10 µM | HEK293 T-REx D2, calcium flux, EC20 dopamine potentiation | hit rate 0.34% among 340,000;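 active = potentiation over 3 SD above the plate norm, cut at about 30% in these data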; also: 0% is about no effect
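Using a no-wash calcium dye in inducible, force-coupled HEK293 Trex cells expressing D2, we tracked fluorescence each second for 180 s after compound, then for 180 s after EC20 dopamine to detect augmented signalling.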
The depositor's hits bear a star; ? = inconclusive; nt = not tested or not shown. Unless noted, calls follow the shape of the dose curve; as a rule, active = well fitted curve in the direction sought with a large enough effect; inconclusive = small, poorly fitted or top-dose-only effect, or another doubt; inactive = no such curve, though single readings can be large; an effect the other way counts as inactive or inconclusive.

SMILES	D2 PAM	RXFP1 agonist	D1 antagonist	D1 ag	Vif-APOBEC3G blk	Vif-A3F inh	D1 PAM	LDHA inh	GRP78 ERSR act
CN(C)Cc1c(C(=O)N/N=C/c2ccco2)nnn1-c1nonc1N	13	1.5%	-7	1	0%	3%	-5	-5	-4%
Cc1ccc(NCc2nnc3n2CCCCC3)c(C)c1	nt	-0.8%	0	2	0%	21%	-7	-22	-1%
CSc1nc(-c2ccc(C)cc2)nc(C(Cl)Cl)n1	nt	1.8%	nt	nt	-13%	-19%	nt	-7	-6%
C[C@@H]1C[C@H](O)c2cc(Cl)ccc2N1	-25	-0.7%	10	0	0%	-1%	0	2	-3%
CCOCCCn1c(=N)c(C(=O)NCc2ccco2)cc2c(=O)n3ccccc3nc21	-9	16%	-7	0	3%	-10%	-1	-2	-2%
COc1ccc(-c2noc(CSc3nc4ccccc4[nH]3)n2)cc1	0	-0.8%	-5	0	3%	3%	-2	-3	-1%
Cc1nnsc1C(=O)NC(C)C12CC3CC(CC(C3)C1)C2 (configuration not stated)	-11	-0.2%	-3	1	2%	-16%	3	-9	-2%
Cc1csc(=O)n1CC(=O)OCC(=O)NNC(=O)c1ccc([N+](=O)[O-])cc1	1	-1.6%	-15	0	-1%	-2%	0	-1	-5%
N/C(=N/OC(=O)c1ccc(Cl)cc1)c1ncc([N+](=O)[O-])s1	0	0.0%	6	4	0%	-2%	0	0	1%
O=C(NNC(=O)c1ccccc1Cl)c1cccnc1	-2	-1.0%	3	3	2%	2%	-8	-4	6%
CCn1nc(C)c(CNC(=O)CCc2nnc(Cc3c[nH]c4ccccc34)o2)c1C	1	0.3%	-49*	2	-2%	21%	-8	-1	-1%
CCOC(=O)CCc1c(C)c2ccc(OC3CCCCC3=O)c(C)c2oc1=O (configuration not stated)	-8	-0.6%	3	3	-4%	-6%	2	-6	-5%
CC1CCN(C(=O)CSc2nc(N)cc(N)n2)CC1	1	2.3%	-2	2	0%	-17%	3	-5	-2%
CCOc1ccc(C(=O)NC(=S)Nc2cc(C)ccn2)cc1[N+](=O)[O-]	2	0.6%	7	1	0%	-29%	0	-9	-3%
O=C1c2ccccc2C(=O)N1OCCOCCOCCON1C(=O)c2ccccc2C1=O	-17	-1.3%	-15	0	-3%	0%	-7	-1	0%
CCN(CCCC(=O)c1ccc(F)cc1)CCc1ccccc1	-22	-2.9%	-36*	16	1%	5%	-5	0	2%
Cc1cc2n(n1)CCCN2C(=O)Nc1ccc(F)c(Cl)c1	5	-0.9%	-9	2	-4%	-7%	-3	-3	0%
O=C(CSCc1ccccc1)NNC(=S)Nc1cccc(Cl)c1Cl	-2	-0.1%	-3	6	-1%	6%	-8	-5	-5%
COc1ccccc1NS(=O)(=O)c1cccc(C(=O)NCc2ccncc2)c1	12	-1.0%	15	3	0%	7%	-2	4	-2%
COC(=O)C(C)Oc1ccc2c(c1)O/C(=C\c1cccc(Br)c1)C2=O (configuration not stated)	-3	-0.7%	-3	5	3%	-4%	-1	-6	-4%
COc1ccc(CC2C(=O)Nc3ccc(Br)cc32)cc1OC (configuration not stated)	-14	0.0%	-8	4	-1%	-5%	-1	1	-5%
Cc1ccc2nc3c(cc2c1)c(NC(=O)c1ccccn1)nn3CC(C)C	7	-1.1%	1	-1	0%	-6%	8	0	-2%
Cc1nn(-c2ccccc2)c2c1C(c1c(C)[nH]c(C#N)c1C)C(C#N)=C(N)O2 (configuration not stated)	18	1.8%	-5	4	-1%	-3%	-2	-1	0%
NCC(=O)NNC(=O)OCC1c2ccccc2-c2ccccc21	9	-2.0%	4	1	-3%	4%	2	-3	1%
Cc1ccc2nsnc2c1NC(=O)CCl	9	-2.3%	5	-1	-13%	-2%	-3	-4	3%
COc1ccc(Cn2c(=O)c3ccccc3n3c(-c4cccc(OC)c4OC)nnc23)cc1	2	-1.4%	-5	2	3%	1%	-1	0	-1%
CCOC(=O)C1=CN(Cc2cccc(F)c2)S(=O)(=O)N(CC)C1c1ccc2ccccc2c1 (configuration not stated)	nt	nt	nt	nt	2%	6%	nt	-5	-1%
Cc1cc(NC(=O)C(C)Oc2ccc(C(C)(C)C)cc2)no1 (configuration not stated)	-1	-0.4%	15	16	2%	0%	-2	0	-5%
CC(NC(=O)c1ccccc1Cl)C1CC2CCC1C2 (configuration not stated)	-3	-0.7%	-3	1	0%	0%	1	-10	0%
CCOC(=O)C1=C(O)C(=O)N(Cc2ccc(C(C)(C)C)cc2)CC1	5	-4.0%	-10	7	2%	2%	-2	-1	1%
COc1ccccc1C(=O)NCC(=O)OCc1nnc(-c2ccccc2)o1	nt	nt	nt	nt	0%	-11%	nt	-5	4%
NC1=NC(c2cccc(Cl)c2)n2c(nc3ccccc32)N1 (configuration not stated)	-6	-13%	-8	1	9%	1%	-7	-8	-3%
O=C(/C=C/c1ccccc1)N1c2ccccc2Sc2ccc(C(F)(F)F)cc21	12	0.4%	8	3	0%	-3%	4	-2	-1%
COC(=O)C1=C(CN2CCc3ccccc32)NC(=O)NC1c1cc(C)ccc1C (configuration not stated)	2	1.1%	-9	7	-9%	-6%	-3	-1	-4%
CCc1ccc(N2CC(C(=O)Nc3cc(C)on3)CC2=O)cc1 (configuration not stated)	-14	-1.8%	5	1	0%	1%	-3	-5	-3%
CCn1nc(C(=O)Nc2ccc(Cl)c(S(=O)(=O)N3CCOCC3)c2)c2ccccc2c1=O	14	2.7%	-37*	4	-1%	1%	-4	-13	-2%
Cc1oc(=O)c(NC(=O)c2ccc(Cl)cc2)cc1C(=O)c1ccccc1	16	1.0%	-7	-1	?	-10%	-4	-3	-13%
CCOc1ccc(OCCOCCn2c(-c3ccc(Cl)cc3)nc3ccccc3c2=O)cc1	-5	5.8%	-4	4	2%	1%	-2	-6	-1%
O=C(Nc1ccccc1)c1nccn1Cc1ccc(F)cc1	2	0.4%	-5	1	1%	0%	-2	-1	1%
NC(Cc1c[nH]c2ccccc12)C(=O)NCc1ccccc1 (configuration not stated)	6	-0.7%	-3	5	-3%	-6%	-3	1	-3%
CC(=O)NCC1CCCN(Cc2cn(-c3ccccc3F)nc2-c2cc(C)sc2C)C1 (configuration not stated)	2	-1.0%	0	3	2%	-15%	2	-1	-6%
CC(C)C[C@H](NC(=O)[C@@H]1Cc2ccccc2CN1C(=O)OC(C)(C)C)C(=O)NCC1CCC(C(=O)O)CC1 (some centres not stated)	8	-2.6%	-29	0	1%	3%	2	-4	-3%
CCOc1ccccc1N(CC(=O)NC1CCCCC1)S(=O)(=O)c1ccc(C)cc1	12	3.7%	-9	0	0%	3%	-2	4	-2%
CCCCN1CC(COCc2ccccc2)Oc2cccc(Oc3ccc(C)cc3)c2S1(=O)=O (configuration not stated)	nt	nt	nt	nt	2%	5%	nt	-10	-3%
COc1ccc(NC(=O)c2nc[nH]c2C(=O)N[C@@H](C)c2ccccc2)cc1	3	0.0%	-5	1	0%	6%	-4	1	-1%
CCn1c(SCC(=O)Nc2ccc(Cl)cc2)nc2nc3c(cc2c1=O)CCCC3	20	0.1%	8	2	-1%	-25%	-3	-4	-2%
Cc1snc(SCc2c(F)cccc2Cl)c1C#N	-5	-3.5%	1	11	-9%	-6%	-3	-4	-5%
CSc1ccc(S(=O)(=O)NCC(=O)OCC(=O)NCc2cccs2)cc1[N+](=O)[O-]	-7	1.4%	0	1	0%	1%	-3	-6	4%
CCOC(=O)c1c(NC(=O)CCS(=O)(=O)c2ccccc2)sc2c1CC(C)(C)NC2(C)C	9	0.1%	-2	8	-17%	-5%	1	-3	0%
COCCOC(=O)C1=C(N)OC2=C(C(=O)CCC2)C1c1cccnc1 (configuration not stated)	-1	2.9%	15	-1	-1%	nt	4	-3	-2%
COC(=O)c1ccc(COC(=O)c2ccc(-n3cnnn3)cc2)o1	0	-0.9%	-1	0	-5%	-1%	4	-6	-4%
CCc1nnc(SCc2cccc(F)c2)c2cc3sc(C)cc3n12	-3	?	4	4	3%	-1%	3	0	-1%
O=C(CSc1nnc(-c2ccncc2)n1CC1CCCO1)NCc1ccccc1 (configuration not stated)	1	0.0%	5	3	-5%	-2%	-3	-3	-3%
COc1ccccc1-c1noc(-c2cc(OC)c(OC)c(OC)c2)n1	12	0.2%	5	0	0%	6%	1	-5	-1%
NC(N)=Nc1nc(-c2ccccc2)c2cc(Cl)ccc2n1	-7	-0.9%	-1	3	-6%	0%	13	-11	-9%
CC(C)c1ccc(S(=O)(=O)N2CCN(C(=O)CN3C(=O)NC(C)(c4ccccc4)C3=O)CC2)cc1 (configuration not stated)	4	1.9%	-1	8	-6%	1%	0	-4	-3%

2 compounds picked at random from those above:
SMILES	D2 PAM	RXFP1 agonist	D1 antagonist	D1 ag	Vif-APOBEC3G blk	Vif-A3F inh	D1 PAM	LDHA inh	GRP78 ERSR act
COC(=O)C1=C(CN2CCc3ccccc32)NC(=O)NC1c1cc(C)ccc1C (configuration not stated)	2	1.1%	-9	7	-9%	-6%	-3	-1	-4%
COc1ccccc1-c1noc(-c2cc(OC)c(OC)c(OC)c2)n1	12	0.2%	5	0	0%	6%	1	-5	-1%

An excerpt. The share of hits here may be higher or lower than overall.
